FEN1 inh = blocks human flap endonuclease 1; P39748; Potency, µM (series often up to 114 µM), without a hit: at the highest dose activity change, negative = inhibition, hits mostly inhibitors; Recombinant FEN1 flap cleavage, fluorescence, 15 min; 390,000 tested, 0.35% active; AID 588795; also: nearly all actives have a fitted effect of over 65% in size
Target sequence (P39748 whole entry, looked up): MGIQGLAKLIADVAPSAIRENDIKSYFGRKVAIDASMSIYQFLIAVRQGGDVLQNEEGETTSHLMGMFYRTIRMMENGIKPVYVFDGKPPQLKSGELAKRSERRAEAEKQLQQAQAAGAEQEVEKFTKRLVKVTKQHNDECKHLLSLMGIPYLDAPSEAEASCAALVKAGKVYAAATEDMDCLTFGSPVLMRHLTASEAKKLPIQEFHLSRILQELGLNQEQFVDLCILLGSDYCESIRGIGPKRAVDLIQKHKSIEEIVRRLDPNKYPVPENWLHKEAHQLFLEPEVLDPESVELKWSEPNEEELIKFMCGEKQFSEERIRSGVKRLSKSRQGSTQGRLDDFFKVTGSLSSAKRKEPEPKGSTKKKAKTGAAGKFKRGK
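Steps: FEN1 (10 nM) dispensed; compound added by pin tool; 15 min at room temperature; substrate added to 50 nM final; reads at 0 min and 15 min; data normalized and fitted (four-parameter Hill).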
KAT2A inh = GCN5L2 (KAT2A) acetyltransferase inhibition. Q92830. GCN5L2 HAT assay, ThioGlo1 CoA-SH fluorescence. Potency, µM (top dose mostly 58.9 µM), without a hit: top-dose activity change, negative = inhibition, most hits filed as inhibitors. 390,000 tested, 0.21% active
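ThioGlo1-coupled HAT assay: 20nM GCN5L2, 70uM acetyl-CoA, 75uM H3(1-25) peptide, pH 7.5. Fluorescence read at 340/540nm at start and after 20 min at room temperature.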
TDP1 cell CPT = growth inhibition of DT40 Tdp1-/-;hTDP1 cells with camptothecin (screen for TDP1 inhibitors); chicken DT40 Tdp1-/-;hTDP1 cells + 20 nM CPT, ATP luminescence, 48 h; Potency, µM (top dose mostly 46.2 µM), for inactives: top-dose activity change, negative = growth inhibition, usual class: inhibitors; 420,000 tested, 12% active; AID 686979; also: nearly all actives have a fitted effect of over 55% in size
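Cell growth measured by CellTiter-Glo luminescence after a minimum 48 h, 37 C compound exposure with 20 nM CPT in Tdp1-knockout DT40 cells stably expressing hTDP1, seeded 400/well; qHTS titration format.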
The depositor's hits bear a star; ? = inconclusive; · = no result given; & = joins results of further samples; [ ] = dose if it differs, or a comment. Calls follow the shape of the dose curve; as a rule, active = well fitted curve in the direction sought with a large enough effect; inconclusive = small, poorly fitted or top-dose-only effect, or another doubt; inactive = no such curve, though single readings can be large; an effect the other way counts as inactive or inconclusive. % is scaled to controls: 0 for no effect and ±100 for the full control effect; potency is read from the fitted curve at half-maximal effect. This is a subset (hit frequency here may not be typical).

SMILES	FEN1 inh	KAT2A inh	TDP1 cell CPT
O=C(N[C@H]1C/C=C\C(c2cccc(F)c2)N(Cc2ccccc2)C(=O)C1)OCC1c2ccccc2-c2ccccc21 (stereo partly specified)	10%	-6%	?
O=C(C[n+]1cccc(Br)c1)c1ccc(Br)cc1	-11%	·	-9%
COc1ccc(N(C)S(=O)(=O)c2cccc(C(=O)Nc3nnc(C4CC4)s3)c2)cc1	6%	-7%	-1%
Cc1ccccc1OCCc1c(C)[nH]c(=S)[nH]c1=O	2%	-8%	1.5µM*
CCOc1ncccc1C(=O)OCc1ccc([N+](=O)[O-])cc1	-1%	1%	17%
CN(C)c1ccnc2sc(C(=O)NCc3ccccc3)c(N)c12	-17%	0%	16µM*
COc1ccc(Nc2nc3c(S(=O)(=O)c4ccccc4)nnn3c3ccc(Cl)cc23)cc1	18%	-2%	6.5µM*
Cc1cc(C)n(CC(O)COc2c(C)cccc2C)n1 (stereo unspecified)	-11%	-5%	-23%
CCN(CC)c1ccc(N2C(=NC(=O)C3CC3)SC3CS(=O)(=O)CC32)cc1 (stereo unspecified)	11%	-8%	-1%
C/C(CC(=O)NCc1ccco1)=N\NC(=O)Cc1ccc(-c2ccccc2)cc1	7%	53%[activator]	2%
O=C(Nc1ccn(CCCNCc2ccc3c(c2)OCO3)c(=O)n1)OCc1ccccc1	-24%	·	-2%
COc1ccc(CNC(=O)c2ccc(NS(=O)(=O)c3c(C)noc3C)cc2)cc1	-2%	-12%	-2%
C[C@H](CO)N1C[C@H](C)[C@@H](CN(C)S(=O)(=O)c2cccs2)Oc2ccc(NC(=O)C3CC3)cc2C1=O	18%	-5%	-12%
Cn1ncc(Cl)c1C(=O)NCc1cc(C(C)(C)C)n[nH]1	3%	-4%	?
Cc1ccc(OCC(=O)NNC(=O)C2CCN(c3ncnc4sc(C)c(C)c34)CC2)cc1	-4%	-10%	?
Cc1nn(C(C)(C)C)c(OC(=O)c2ccco2)c1Sc1ccccc1	-15%	-10%	-8%
COc1ccc(Oc2nnc(-c3ccc(C)cc3)c3ccccc23)cc1	6%	-11%	?
Cc1cc(N)n(-c2nc3ccccc3s2)n1	-2%	2%	-10%
COc1ccc(C(O)(CCN2CCCCC2)C2CCCCC2)cc1 (stereo unspecified)	1%	-3%	?
O=C(O)c1cc2n(n1)C(C(F)(F)F)CC(c1ccco1)N2 (stereo unspecified)	6%	·	6%

Quoted at random: 2 entries already listed
SMILES	FEN1 inh	KAT2A inh	TDP1 cell CPT
CN(C)c1ccnc2sc(C(=O)NCc3ccccc3)c(N)c12	-17%	0%	16µM*
CCN(CC)c1ccc(N2C(=NC(=O)C3CC3)SC3CS(=O)(=O)CC32)cc1 (stereo unspecified)	11%	-8%	-1%

Single entries from the results shown:
For FEN1 inh, Cn1ncc(Cl)c1C(=O)NCc1cc(C(C)(C)C)n[nH]1 reads 3%
For KAT2A inh, O=C(N[C@H]1C/C=C\C(c2cccc(F)c2)N(Cc2ccccc2)C(=O)C1)OCC1c2ccccc2-c2ccccc21 (stereo partly specified) reads -6%
For FEN1 inh, Cc1cc(C)n(CC(O)COc2c(C)cccc2C)n1 (stereo unspecified) reads -11%
For KAT2A inh, CCOc1ncccc1C(=O)OCc1ccc([N+](=O)[O-])cc1 reads 1%
For KAT2A inh, COc1ccc(C(O)(CCN2CCCCC2)C2CCCCC2)cc1 (stereo unspecified) reads -3%

Next section.
SMILES	FEN1 inh	KAT2A inh	TDP1 cell CPT
O=C(CNC(=O)c1ccccc1F)NCc1cccnc1	0%	-4%	2%
COc1cccc(Cn2c(NCC(C)C)nc3c2c(=O)n(C)c(=O)n3C)c1	-14%	1%	29µM*
CN1C(=O)COc2ccc(C(=O)c3ccccc3C(=O)O)cc21	12%	-4%	-2%
COc1ccc(CNS(=O)(=O)c2cc(C(=O)Nc3cc(Cl)cc(Cl)c3)ccc2F)cc1	-5%	-7%	?
Cc1ccc(CNC(=O)c2ccc(N3CCC4(CC3)CC(c3ccccc3)=NO4)c(NC(=O)c3cccc(C)c3)c2)cc1	-2%	0%	-1%
Cc1onc(-c2ccccc2Cl)c1C(=O)N1CCCc2ccccc21	-3%	-2%	?
COc1ccc(-n2nc(C(=O)NCC(=O)NCCCN3CC(C)CC(C)C3)c3ccccc3c2=O)cc1OC (stereo unspecified)	17%	-4%	1%
CN(C)CCOC(=O)CC12CC3CC(C1)CC(CC(=O)OCCN(C)C)(C3)C2	-15%	-7%	-27%
COC(=O)[C@H](Cc1ccc(O)cc1)NC(=O)Cn1cnc2c(NCc3ccccc3)ncnc21	-10%	0%	1%
O=C(NCc1ccco1)c1nn(-c2ccccc2)c(=O)c2ccccc12	10%	-1%	-25%
COc1ccc(C(=O)OC(C)C(=O)NCC2CCCCC2)cc1S(=O)(=O)N1CCOCC1 (stereo unspecified)	-2%	3%	6%
CCc1ccc([C@@H]2CC=C(C(=O)O)[C@H](c3ccc(C)cc3)N2S(=O)(=O)c2ccc(C)cc2)cc1	-7%	?	4%
O=C(NS(=O)(=O)c1ccccc1[N+](=O)[O-])c1ccccc1	10%	-33%	6%
OCCC1CN(Cc2ccc(Oc3ncccn3)cc2)CCN1C1CCCCC1 (stereo unspecified)	1%	3%	4%
CSc1nc(NCCN(C)C)c2sc3nc(-c4ccco4)c4c(c3c2n1)CCC4	?	·	6.5µM*
CCc1ccccc1NC(=O)c1cc(=O)c2ccccc2o1	15%	-14%	-29%
Cc1cc(C=O)sc1[B-](F)(F)F	14%	·	-1%
CSc1nnc(Cc2ccc3c(c2)OCO3)o1	-5%	-1%	-11%
CC(C(=O)NCC1CCCCC1)N1CCN(S(=O)(=O)c2cccs2)CC1 (stereo unspecified)	-4%	0%	?
CS(=O)(=O)N(CC(=O)NC1CCCC1)c1ccc(Oc2ccccc2)cc1	4%	-5%	?
CCCOC(=O)Nc1nc2ccccc2o1	-7%	1%	?
Cc1ccc(OCC(=O)NCCNC(=O)c2ccncc2)cc1	-15%	1%	5%
Cc1ccccc1NC(=S)NC(=O)/C=C/c1ccco1	79µM*	-3%	-20%
CCN(CC(=O)Nc1cc(Cl)ccc1C)C(=O)Cc1ccsc1	-7%	1%	2%
CC(C)(C)c1ccc(OCCCC(=O)Nc2ccc(S(N)(=O)=O)cc2)cc1	0%	-13%	4%
Cc1cc(C)c(-n2nnnc2SCC(=O)c2cc3ccccc3o2)c(C)c1	-11%	-6%	-8%
COc1cccc(COC(=O)c2nn(-c3ccccc3)nc2N)c1	16%&0%	-16%&-12%	-2%&1%
O=C(/C=C/c1ccc2c(c1)OCO2)c1ccc(F)cc1	2%	-10%	?
O=C1Nc2ccccc2C1=NN1CCCCCC1	1%	·	-20%
Cc1cccc(C(=O)NCCCNC(=O)c2cccc(C)c2)c1	3%	-10%	10%
CN(C)CCCNC(=O)C(=O)NCC1OCCN1S(=O)(=O)c1cc(F)ccc1F (stereo unspecified)	3%	·	-8%
COCCCNC(=O)C1CCCN(S(=O)(=O)c2ccc(C)cc2)C1 (stereo unspecified)	7%	2%	-2%
COc1ccccc1N1CCN(c2ncccc2-c2nc(-c3ccc(Cl)cc3)no2)CC1	0%	-6%	?
Cc1cccc(NC(=S)NNC(=S)NCc2ccccc2)c1	-16%	-3%	-10%
CCN(CC)CCCNC(CC(=O)Nc1cccc([N+](=O)[O-])c1)C(=O)O (stereo unspecified)	0%	1%	1%
CCCCCCn1c(SCC(=O)c2c(N)n(C)c(=O)n(C)c2=O)nc2ccccc21	4%	0%	?
Cc1ccc(C(=O)N/C(=C\c2sccc2C)C(=O)NCCCN2CCOCC2)cc1	3%	-1%	1%
COCC(=O)N1CCC(Oc2ccc(C(=O)NCc3cnc(C)cn3)cc2)CC1	3%	-16%	-10%
Cc1cc(C)c(N)cc1C	59%[activator]	-1%	-12%
COC(=O)c1ccccc1NC(=O)C1CCN(C(=O)N2CCOc3ccccc32)CC1	-6%	1%	?
Cc1cccc(N(C(=O)CNC(=O)c2ccco2)C(C(=O)NC2CCCC2)c2ccncc2)c1 (stereo unspecified)	7%	-1%	-11%
CCC(C)(C)NC(=O)CN(C(=O)c1csnn1)c1cccc2c1CCCC2	-15%	-2%	?
N#CCCN(C(=S)NC(=O)C1CCCCC1)c1ccccc1F	6%	-6%	6%
O=Cc1ccsc1B(O)O	-6%	·	-3%
COc1cc(NS(=O)(=O)N2CCCC2)cc(OC)c1OC	-18%	-8%	-15%
O=C(Nc1ccc(Br)cc1)c1ccco1	1%	-5%	-27%
O=C(CCc1nnc(-c2ccccc2)o1)c1ccc(Cl)cc1	4%	-1%	1%
O=C(Nc1ccc(-c2cnco2)cc1)c1ccccc1	-1%	-1%	1%
CCC(C)N(C(=O)Cn1c(Cl)nc2c1c(=O)n(C)c(=O)n2C)C1CCS(=O)(=O)C1 (stereo unspecified)	8%	1%	-3%
CSc1ccccc1C(=O)NCC(c1ccco1)N(C)C (stereo unspecified)	15%	1%	4%
COc1ccc(CNC(=O)CN(c2ccc(OC)cc2)S(=O)(=O)c2c(C)[nH]c(=O)[nH]c2=O)cc1	-6%&-3%	-5%&-4%	2%&0%
Cc1ccc(NC(=S)Nc2ccc(OC(F)F)c(Cl)c2)cc1F	-9%	-5%	?
Cc1noc(C)c1CSCC(=O)Nc1ccc(S(C)(=O)=O)cc1	-8%	0%	-3%
CC(=O)Nc1sc(C)c(C)c1C(=O)OCCOc1ccccc1	-3%	-3%	-7%
CCN(CCN(C)C)C(=O)Cn1ncc2c([nH]c3ccc(C)cc32)c1=O	-4%	-1%	0%
CC(Sc1nc2scc(-c3ccccc3)c2c(=O)[nH]1)C(=O)NC(N)=O (stereo unspecified)	10%	5%	-23%
CCC(=O)c1c(NC(C)C)cc(C)oc1=O	-1%	-12%	1%
Cc1c(C(=O)OC(C)C)sc(NC(=O)C2CCCO2)c1C(=O)OC(C)C (stereo unspecified)	-20%	-12%	?
CCNc1nc(Oc2ccccc2)nc(OC(C)C(=O)OCC)n1 (stereo unspecified)	7%	1%	13%
CCS(=O)(=O)N1N=C(c2ccc(NS(C)(=O)=O)cc2)CC1c1ccccc1 (stereo unspecified)	2%	-7%	-6%

Compound profiles, from the list above:
Profile of COc1ccc(Oc2nnc(-c3ccc(C)cc3)c3ccccc23)cc1 : FEN1 inh = 6%; KAT2A inh = -11%; TDP1 cell CPT = ?
Profile of O=C(O)c1cc2n(n1)C(C(F)(F)F)CC(c1ccco1)N2 (stereo unspecified) : FEN1 inh = 6%; KAT2A inh = ·; TDP1 cell CPT = 6%
Profile of CCOc1ncccc1C(=O)OCc1ccc([N+](=O)[O-])cc1 : FEN1 inh = -1%; KAT2A inh = 1%; TDP1 cell CPT = 17%

The list goes on:
SMILES	FEN1 inh	KAT2A inh	TDP1 cell CPT
COC(=O)c1ccc(CN2CCC(CO)(Cc3ccc(OC)cc3)CC2)cc1	-1%	1%	5%
CC1=[N+](C)c2c(ccc3cccnc23)C1(C)C	45µM*	1%	0.33µM*
CCC(=C/c1sc2ccc3ccccc3c2[n+]1C)/C=C1\Sc2ccc3ccccc3c2N1C	13µM*	?	0.23µM*
Cc1ccc(-c2ocnc2C(=O)Nc2ccccc2NC(=O)c2ccccn2)cc1	-13%	-16%	21µM*
CN(C)/C=C(\C#N)S(=O)(=O)c1ccc(Cl)cc1	8%	-1%	7%
Cc1ccoc1C(=O)NCc1occc1C(=O)O	1%	-2%	0%
Cc1ccc(NC(=O)CN2C(=O)NC(Cc3c[nH]c4ccccc34)C2=O)cc1 (stereo unspecified)	6%	-1%	-8%
CCN(Cc1ccccc1)C(=O)CN1C(=O)COc2ccc(S(=O)(=O)N3CCOCC3)cc21	17%	-1%	?
CC(C)=CCN1CCN(Cc2ccc(N3CCNC3=O)cc2)CC1CCO (stereo unspecified)	22%	-7%	9%
CC(C)(C)c1cc(C(=O)N2CCc3ccccc3C2)ccn1	-11%	2%	-20%
COc1cc(C(=O)N/N=C\c2ccccc2)c([N+](=O)[O-])c(OC)c1OC	2%	-4%	-16%
CCOc1ccc(NC(=O)COC(=O)c2cccnc2)cc1	13%	-2%	-6%
O=C(Nc1ccc(F)c(F)c1)c1ccc(-n2cncn2)c([N+](=O)[O-])c1	3%	-9%	8.2µM*
Cn1ncc2c(=O)[nH]cnc21	0%	-8%	-10%
CCN(CC)CCCNC(=O)c1nn(C)c2c1CS(=O)(=O)c1ccccc1-2	-6%	-4%	15%
CCCNC(=O)NC(C(=O)OC)C12CC3CC(CC(C3)C1)C2 (stereo unspecified)	-1%	-1%	-13%
O=c1c2cnn(-c3ccccc3)c2nc(-c2cccs2)n1-c1cccc(Cl)c1	7%	?	15µM*
Cc1ccc(S(=O)(=O)N2CCCN(S(=O)(=O)c3ccc4ccccc4c3)CC2)cc1	-12%	-11%	8.2µM*
COc1ccc(-n2nc(C(=O)NCC(=O)NCC3COc4ccccc4O3)c3ccccc3c2=O)cc1 (stereo unspecified)	13%	-13%	?
